Assay outcomes deposited in PubChem BioAssay by several laboratories.
PTPN22 act = LYP (human) phosphatase activation; Q9Y2R2; recombinant LYP, DiFMUP fluorescence; 0 = plate median, 100 = signal doubled; activation, % at 2 µM; 96,000 tested, 0.11% active; AID 697;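 active = activation at 2 µM above a set limit, the mean plus 5 SD, cut at about 37% in these data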
Target sequence (Q9Y2R2 whole entry, looked up): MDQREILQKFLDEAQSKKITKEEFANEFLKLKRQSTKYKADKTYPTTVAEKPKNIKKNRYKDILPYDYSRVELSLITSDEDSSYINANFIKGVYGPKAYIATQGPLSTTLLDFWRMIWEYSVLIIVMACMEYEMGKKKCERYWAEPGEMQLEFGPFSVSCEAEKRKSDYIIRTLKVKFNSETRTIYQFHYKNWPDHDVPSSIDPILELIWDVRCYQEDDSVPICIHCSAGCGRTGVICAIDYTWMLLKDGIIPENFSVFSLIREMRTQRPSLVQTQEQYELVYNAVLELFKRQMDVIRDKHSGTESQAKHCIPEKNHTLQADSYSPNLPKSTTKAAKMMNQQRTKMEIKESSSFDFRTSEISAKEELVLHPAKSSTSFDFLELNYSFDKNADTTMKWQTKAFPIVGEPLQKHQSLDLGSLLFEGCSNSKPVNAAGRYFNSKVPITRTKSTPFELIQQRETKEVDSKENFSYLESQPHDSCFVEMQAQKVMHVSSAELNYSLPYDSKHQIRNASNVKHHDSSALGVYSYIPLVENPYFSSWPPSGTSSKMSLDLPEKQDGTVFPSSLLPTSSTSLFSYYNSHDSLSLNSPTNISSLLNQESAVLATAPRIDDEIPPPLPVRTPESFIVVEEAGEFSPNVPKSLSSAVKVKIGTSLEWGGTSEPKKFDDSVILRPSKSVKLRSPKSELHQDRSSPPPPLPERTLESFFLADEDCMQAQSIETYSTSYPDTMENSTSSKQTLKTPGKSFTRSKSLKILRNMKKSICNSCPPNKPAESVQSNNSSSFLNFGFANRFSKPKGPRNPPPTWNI
CYP2C9 inhib = human CYP2C9 inhibition | P11712 | CYP2C9 Supersomes, luciferin-H conversion, luminescence | inhibition, % at 5 µM | 96,000 tested, 20% active;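 active = blocking of liver enzyme CYP2C9 beyond about 50% at 5 µM, limit read from the data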; note: values of inactives mirror those of a sister screen read the other way
hDAT+cocaine = modulates human dopamine transporter uptake under cocaine; Q01959; LLC-PK1 hDAT cells, [14C]-dopamine uptake with cocaine IC80; actives deviate in either direction; B-score at 10 µM; 110,000 tested, 1.3% active; AID 449768;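 active = Z score or B-score, a plate-position-corrected score, falls beyond the plate's 99.7% confidence bounds, in either direction; inactive = both scores lie inside the 99.7% bounds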;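 note: scored against the spread of the other compound wells on the same plate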
CYP2C9 activ = activators of human CYP2C9; P11712; recombinant CYP2C9, luciferin-H conversion, luminescence; active compounds read high; factor 1 = untreated enzyme, 0 = blocked; activation factor at 5 µM; 96,000 tested, 1.4% active; AID 1024;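 active = activation factor of 2 or more for CYP2C9 at a 5 µM dose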;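 note: 0 = sulfaphenazole-blocked wells and 1 = vehicle-only wells; values of inactives mirror those of a sister screen read the other way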
PTPN22 inh 2 = LYP (human) phosphatase inhibition; inhibition, % at 2 µM; recombinant LYP catalytic domain, DiFMUP fluorescence; 96,000 tested, 0.21% active;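 active = inhibition at 2 µM at or above a set limit, the screen mean plus 3 SD, cut at about 24% in these data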;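 note: 0% = DMSO with enzyme and 100% = enzyme fully blocked by orthovanadate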
PostGolgi yeast = growth inhibition of a yeast mutant, post-Golgi transport screen; post-Golgi transport phenotypic cell assay; AID 739; inhibition, % at 10 µM; 98,000 tested, 0.9% active;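 note: yeast cells grown in 1536-well plates; yeast grown about 18 h at 30C before absorbance read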
Ecoli WT expand = E. coli BW25113 growth inhibition, expanded screen | OD600 absorbance | growth inhibition, % at 100 µM | 98,000 tested, 0.15% active | AID 710;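 active = growth inhibition above about 50% at one test dose, limit read from the data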;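 note: growth measured after 20 h incubation at 37 °C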
PostGolgi ctrl = inhibits growth of the yeast control strain; efflux-deficient yeast background strain, growth absorbance A615, 16 h; inhibition, % at 10 µM; 98,000 tested, 5% active; AID 738
PTK2B oligo ant = antagonists of human Pyk2 oligomerization | Q14289 | z-score (the deposit names both 25 µM and 10 µM) | 99,000 tested, 0.83% active | Q293 cells, Pyk2 FERM NanoBiT luminescence; active compounds read low | AID 1347419;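 active = Z-score of -3 or lower, scaled per plate to the spread of control and sample wells; inactive = z-score above -3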;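 note: negative z-score means lost luminescence so less FERM oligomerization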
Numbers without * were called inactive; · = no result given. Cut-off read from the data, not from the text of the source, unless noted: active = inhibition above about 30%; inactive = the rest.

SMILES	PTPN22 act	CYP2C9 inhib	hDAT+cocaine	CYP2C9 activ	PTPN22 inh 2	PostGolgi yeast	Ecoli WT expand	PostGolgi ctrl	PTK2B oligo ant
O=C(Nc1ccccc1C(=O)N1CCCCCC1)c1cccc(S(=O)(=O)N2CCOCC2)c1	-6	6	0.24	0.9	7	6	-2	8	-0.44
O=C(NCc1ccco1)C1CC(=O)N(c2ccc(O)cc2)C1 (centres undefined)	8	-147	0.27	2.5*	-12	-8	-3	6	-0.22
COC(=O)c1ccc(C2NC(=O)NC(C)=C2C(=O)N(C)C)cc1 (centres undefined)	6	-17	-0.98	1.2	-8	-4	0	13	-0.07
Cc1ccc(C(C(=O)NCc2ccco2)N(C(=O)CNC(=O)c2cccs2)c2c(C)cc(C)cc2C)cc1 (centres undefined)	-9	20	-0.5	0.8	13	19	-1	3	0.36
CNc1nc2c(c(=O)n(C)c(=O)n2C)n1Cc1ccccc1	-10	-1	-1.5	1	10	2	-1	1	1.8
O=C(c1ccccc1)c1cnc(Nc2ccc(Cl)c(Cl)c2)s1	-13	12	0.3	0.9	15	-7	-7	9	0.03
CCn1c(=O)n(CC)c2cc(S(=O)(=O)Nc3c(C)cccc3C)ccc21	-2	67*	-1.5	0.3	-2	3	-10	6	·
CCOc1cc(CNc2ccc(O)cc2)cc(Br)c1OCc1ccccc1F	-10	-14	-1.1	1.1	11	26	-3	20	-1.3
O=C(CN1CCN(Cc2ccccc2)CC1)NC(=O)NCc1ccco1	-14	-4	0.5	1	12	-3	4	15	-0.3
Cc1ccc(S(=O)(=O)N2CCCC(c3nnc4n3-c3ccccc3SC4)C2)cc1 (centres undefined)	-8	23	-0.17	0.8	11	12	4	7	0.1
O=C(Nc1ccc(-c2cn3ccsc3n2)cc1)C1COc2ccccc2O1 (centres undefined)	13	14	0.18	0.9	-15	-6	-12	8	-0.94
CCCn1cc(SCC(=O)NCC2CCCO2)c2ccccc21 (centres undefined)	8	-52	-0.97	1.5	-8	7	4	2	·
FC(F)(F)c1nc2nncn2c2c1CCCCC2	-6	-1	-0.95	1	7	-7	1	6	0.15
O=C(Cn1nc(C(F)(F)F)c2c1CCCC2)NCc1ccco1	-9	-107	-1.2	2.1*	12	-3	4	6	1
Cc1nc(SCC(=O)c2cccs2)c2oc3ccccc3c2n1	3	64*	-1.7	0.4	-2	17	1	28	-2.6
CC(C)Sc1nc2c(c(=O)n1-c1ccc(F)cc1)SCC2	-10	12	-0.062	0.9	6	17	-3	21	-0.39
COc1ccc(OC)c(NC(=O)c2ccc(NS(C)(=O)=O)cc2)c1	0	-42	0.98	1.4	-1	-3	1	-5	0.43
CCOC(=O)c1cc(NC(=O)c2ccc(Cl)cc2)c(=O)n2c1oc1ccc(Cl)cc12	-5	1	-0.76	1	3	-6	-13	-1	1.1
CCc1ccc(C(=O)COC(=O)C(Cc2ccccc2)NC(=O)C2CCC(C)CC2)cc1 (centres undefined)	18	18	0.099	0.8	-12	5	-10	4	0.16
Cc1ccc(OC(=O)c2cccc(C(=O)Oc3ccc(C)cc3)n2)cc1	-8	-16	0.96	1.2	8	6	-8	2	0.82
O=C(Nc1ccccn1)c1cc(-n2cnnc2)ccc1Cl	8	3	-0.066	1	-9	15	0	0	0.73
CC(C)Cc1n[nH]c(=O)[nH]1	2	9	-0.42	0.9	-4	0	5	3	1.1
CSCCC(NC(=O)OC(C)(C)C)C(=O)Oc1ccc2c(=O)c(-c3ccc4c(c3)OCCO4)coc2c1 (centres undefined)	-6	0	0.19	1	9	-1	-2	2	-2.9
O=P(OC1CCCCC1)(OC1CCCCC1)C(O)c1ccc(Cl)cc1Cl (centres undefined)	-11	20	0.29	0.8	13	-4	-5	9	-1.6
C=CCn1c(SCC(=O)Nc2ccccc2C)nnc1-c1ccncc1	-2	23	0.011	0.8	1	-7	-6	1	0.04
(listing goes on)
SMILES	PTPN22 act	CYP2C9 inhib	hDAT+cocaine	CYP2C9 activ	PTPN22 inh 2	PostGolgi yeast	Ecoli WT expand	PostGolgi ctrl	PTK2B oligo ant
CC(=O)c1cccc(NC(=O)c2cc(C)no2)c1	·	·	-1.3	·	·	8	1	-3	·
CC(C)CC(=O)Nc1ccc(Oc2ccc(NC(=O)CC(C)C)cc2)cc1	2	·	0.22	·	-6	·	·	·	0.48
CCc1cc(C(=O)OC)c(NC(=O)c2cc(Br)cs2)s1	-9	8	-0.29	0.9	7	3	-8	16	0.43
Cc1ccc(NC(=O)CSc2nnc([C@@H]3CCCN3C(=O)OC(C)(C)C)o2)c(C)c1	-7	-2	0.48	1	9	3	-2	3	1.4
CCn1c(C(=O)N2CCC(C(=O)NCc3ccc4c(c3)OCO4)CC2)cc2sccc21	·	17	-0.5	0.8	·	2	2	14	·
CCOC(=O)N1CCN(C(=O)CN2C(=O)COc3ccc(C)cc32)CC1	11	6	-0.54	0.9	-7	-1	2	-4	0.92
Cc1cc(N(C)Cc2ccccc2)nc(-c2ccccc2)n1	0	80*	-0.17	0.2	-4	-4	-15	6	-0.5
COc1ccccc1OCCSc1nnc(C)n1-c1ccccc1	-12	-42	-0.17	1.4	12	-5	3	12	-0.38
CC(C)c1ccccc1NC(=S)NN(Cc1ccccc1)c1ccccc1	-1	46	0.23	0.5	-3	-6	-20	2	-0.38
CCc1cccc(C)c1NC(=O)CSc1nnc(-c2ccco2)n1N	1	17	0.13	0.8	-3	10	-8	7	0.03
O=C(CN1C(=O)COc2ccccc21)c1ccc(Cl)cc1	·	86*	0.019	0.1	·	-4	7	8	0.18
Cc1cc(C#N)c(C)n1-c1cc(C(F)(F)F)ccc1N1CCOCC1	-4	26	-0.25	0.7	5	0	-4	24	-1.1
CCSc1nnc(NC(=O)CSc2ncccn2)s1	2	-2	-1	1	1	-2	6	-4	0.16
COc1ccc(Nc2sc(C(=O)c3ccc(Cl)cc3)c(N)c2C(=O)Nc2ccccc2OC)cc1	5	76*	-3.4	0.2	-6	-10	-19	10	-1.8
CCOC(=O)CSc1nc2ccc(N3CCOCC3)cc2c(=O)n1Cc1ccccc1	-13	83*	0.056	0.2	12	1	-2	14	-0.74
CC(NC(=O)NCCCn1ccnc1)(C(F)(F)F)C(F)(F)F	0	68*	-1.1	0.3	-2	-1	7	3	1.1
COC(=O)c1ccccc1NC(=O)C(CCS(C)(=O)=O)NC(C)=O (centres undefined)	2	-14	0.17	1.1	-4	-1	-4	7	0.72
Cc1ccc(S(=O)(=O)Nc2cc(C)nn2-c2ccccc2)cc1	·	100*	-0.57	0	·	·	·	·	-0.23
CCCCN(C(=O)CNC(=O)c1cccs1)C(C(=O)NC1CCCCC1)c1cccnc1 (centres undefined)	0	·	0.95	·	1	·	·	·	0.21
COc1ccc(C(=O)/C=C/Nc2cccc(O)c2)cc1	-13	-25	-0.07	1.2	15	4	0	-1	0.14
COC(=O)c1c(NC(=O)CN2CCN(Cc3ccc4c(c3)OCO4)CC2)sc(C)c1C	-2	71*	-0.69	0.3	2	-10	1	15	-0.02
COc1ccc(-c2cc(C(F)(F)F)nc(-n3cc(Cl)cn3)n2)cc1	5	36	0.54	0.6	-1	12	0	41*	1.4
Cn1sc(NC(=O)c2ccccc2)nc1=O	7	20	0.13	0.8	-8	1	-5	4	0.55
CCOc1ccc(S(=O)(=O)Nc2ccc(F)cc2)c(C)c1C	-2	100*	-1.8	0	-1	-14	-6	55*	-2.4
C=CCSc1nc(N)c(C(=O)Nc2ccccc2OC)cc1C(=O)Nc1ccccc1	-2	61*	0.15	0.4	2	2	-13	6	1.1
(continued)
SMILES	PTPN22 act	CYP2C9 inhib	hDAT+cocaine	CYP2C9 activ	PTPN22 inh 2	PostGolgi yeast	Ecoli WT expand	PostGolgi ctrl	PTK2B oligo ant
O=C1c2ccccc2C(Nc2ccc3c(c2)OCCO3)N1Cc1ccco1 (centres undefined)	-5	64*	-0.15	0.4	3	2	3	6	·
Cc1nc(Nc2ccc3c(c2)OCCO3)c2oc3ccccc3c2n1	-4	76*	0.71	0.2	6	-4	-10	19	0.24
CCCCCc1nc2c(=O)[nH]c3ccccc3c2o1	4	4	1.2	1	-5	5	-5	11	-0.31
Cc1cc(-c2ccccc2)nc2[n+]1CCN2C	-7	10	-0.95	0.9	8	-30	-7	4	0.98
CCOC(=O)Cc1cc(-c2ccccc2)nc2ccc3ccccc3c12	5	0	·	1	-2	-2	-3	26	0.68
CCOc1ccc(C2N(c3ccc(Cl)cc3)C(=O)C3CCCN32)cc1OC (centres undefined)	0	48	-0.0073	0.5	-1	-10	11	-3	·
CCc1nc2ccccc2c(C(=O)OCC(=O)Nc2ccc(S(=O)(=O)N3CCOCC3)cc2)c1C	·	54*	1.3	0.5	·	-6	-2	29	-4.4*
CCOC(=O)c1oc2ccccc2c1NC(=O)c1ccccc1OC	2	38	0.88	0.6	-5	15	-11	70*	-1.1
Cn1c(-c2ccc3c(c2)OCO3)cnc1N	10	-17	-0.054	1.2	-13	18	-2	-1	0.64
Cc1ccc(C)c(NS(=O)(=O)c2cc(C(=O)NCCSC3CCCCC3)ccc2C)c1	-10	79*	1	0.2	12	-3	-8	41*	-0.79
O=C(c1ccc(Cl)cc1)N1CCCCC(Sc2nnc(-c3ccc4c(c3)OCO4)o2)C1=O (centres undefined)	·	·	·	·	·	5	-11	24	0.22
C=CCn1c(COc2cccc3ccc(C)nc23)nnc1SCC(=O)OC	3	-90	0.66	1.9	-4	30*	4	4	0.81
Cc1ccc(S(=O)(=O)Nc2cccc3cccnc23)cc1	6	-80	-0.11	1.8	-10	-4	-3	22	0.72
COc1cccc(C(c2sc3ncnn3c2O)N2CC(C)OC(C)C2)c1 (centres undefined)	14	47	2	0.5	-17	0	8	3	·
COc1ccc(-c2noc(-c3cc(Cl)ccc3Cl)n2)cc1OC	-7	-38	0.44	1.4	5	10	-6	-1	·
CCOC(=O)c1ccc(NC(=O)c2nn(C)cc2Br)cc1	-4	-26	-0.98	1.3	1	1	-4	35*	-1.2
CN(C)C(CN1C(=O)C2CC=CCC2C1=O)c1cn(C)c2ccccc12 (centres undefined)	5	8	-0.12	0.9	-2	-3	0	7	0.33
NC(=O)CSc1nnc(Cn2c(=O)sc3ccccc32)n1CCc1ccccc1	·	·	-0.078	·	·	0	2	9	·
Cc1occc1-c1nnc(SCCCC(=O)c2ccc(F)cc2)n1C	·	54*	0.65	0.5	·	6	-7	-4	0.33
COC(=O)C1=C(C)N(C)C(C)=C(C(=O)OC)C1c1ccc(Cl)cc1	0	58*	-0.18	0.4	2	15	7	-2	-2.6
O=C(Nc1ccc(F)cc1F)c1ccc(COc2c(F)c(F)cc(F)c2F)o1	-5	-1	0.2	1	5	-3	-7	18	1.4
CCOC(=O)c1c(NC(C)=O)sc2c1C1CCN2CC1	12	·	1.3	·	-10	·	·	·	0.77
CC(C)Sc1nc(N2CCOCC2)c2c(c1C#N)CC(C)(C)N(C)C2	2	97*	0.046	0	1	-7	-2	2	0.43
CCSc1nc(N)c2c(C)c(C)sc2n1	5	·	-0.82	·	-5	·	·	·	0.59
Cc1ccc(S(=O)(=O)N(CC(=O)N2CCCC2)C2CCCCC2)cc1	3	·	-0.46	·	-4	·	·	·	0.51
O=C(CN(c1ccccc1)S(=O)(=O)c1ccc(F)cc1)N1CCCCCC1	11	7	-0.25	0.9	-16	10	4	20	0.1

Four structures from above, sorted by length of the SMILES, falling.
SMILES	PTPN22 act	CYP2C9 inhib	hDAT+cocaine	CYP2C9 activ	PTPN22 inh 2	PostGolgi yeast	Ecoli WT expand	PostGolgi ctrl	PTK2B oligo ant
O=C1c2ccccc2C(Nc2ccc3c(c2)OCCO3)N1Cc1ccco1 (centres undefined)	-5	64*	-0.15	0.4	3	2	3	6	·
CC(NC(=O)NCCCn1ccnc1)(C(F)(F)F)C(F)(F)F	0	68*	-1.1	0.3	-2	-1	7	3	1.1
O=C(CN1C(=O)COc2ccccc21)c1ccc(Cl)cc1	·	86*	0.019	0.1	·	-4	7	8	0.18
CC(=O)c1cccc(NC(=O)c2cc(C)no2)c1	·	·	-1.3	·	·	8	1	-3	·
